Screening data (PubChem BioAssay)
Growth percent in the NCI-60 one-dose screen (48 h, 10 µM unless noted): 100 = growth as untreated, 0 = no growth, -100 = all killed.
UACC-62: UACC-62 melanoma; actives 5.4% (n = 81,000); active = growth percent below 10
The depositor's hits bear a star; & = joins results of further samples; [ ] = dose if it differs, or a comment.

item | canonical_smiles | UACC-62
1 | O=C(O)CC1N=C(c2cccc(O)c2)c2ccc(Cl)cc2N(CC2CC2)C1=O (stereo not drawn) | 87.7[30 µM]
2 | CCCCN1C(=O)C(Cc2ccccc2)N=C(c2cccc(O)c2)c2ccccc21 (stereo not drawn) | 90.2[30 µM]
3 | CCCCN1C(=O)C(C(C)C)N=C(c2cccc(O)c2)c2ccc(Cl)cc21 (stereo not drawn) | 79.6[30 µM]
4 | NC(=O)CN1C(=O)C(Cc2ccc(O)cc2)N=C(c2ccc(O)cc2)c2cc(Cl)ccc21 (stereo not drawn) | 76.7[30 µM]
5 | O=C(/C=C/c1ccccc1)CCC1C(=O)NC(=S)NC1=O | 25.0&74.7[100 µM]
6 | CCCCCN1C(=O)C(Cc2ccccc2)N=C(c2ccc(O)cc2)c2cc(Cl)ccc21 (stereo not drawn) | 61.8[30 µM]
7 | N#CCN1C(=O)C(Cc2ccccc2)N=C(c2cccc(O)c2)c2ccccc21 (stereo not drawn) | 101.7[30 µM]
8 | N#CCN1C(=O)C(CCC(N)=O)N=C(c2cccc(O)c2)c2ccc(Cl)cc21 (stereo not drawn) | 98.5[30 µM]
9 | C[C@@H]1CC[C@@]2(NC1)O[C@H]1C[C@H]3[C@@H]4CC[C@H]5C[C@@H](O)CC[C@]5(C)[C@H]4CC[C@]3(C)[C@H]1[C@@H]2C | 81.0&75.6[100 µM]
10 | O=C1C(CO)N=C(c2ccc(O)cc2)c2cc(Cl)ccc2N1CC1CC1 (stereo not drawn) | 98.1[30 µM]
11 | N#CCN1C(=O)CN=C(c2cccc(O)c2)c2ccccc21 | 93.9[30 µM]
12 | CCCCN1C(=O)C(Cc2ccccc2)N=C(c2ccc(O)cc2)c2cc(Cl)ccc21 (stereo not drawn) | 84.6[30 µM]
13 | CC(C)C1N=C(c2cccc(O)c2)c2ccccc2N(CC2CC2)C1=O (stereo not drawn) | 101.1[30 µM]
14 | CC1C2CCC3C(O)C2(CC(O)C2(O)C1CC(O)C2(C)C)CC3(C)O (stereo not drawn) | 112.4[100 µM]
15 | NNC(=S)N/N=C(\C(=O)Nc1cccc(O)c1)C1C(=O)NC(=S)NC1=O | 91.0&90.4[100 µM]
16 | NC(=O)CCC1N=C(c2cccc(O)c2)c2ccccc2N(CC(=O)O)C1=O (stereo not drawn) | 91.4[30 µM]
17 | CCCCCN1C(=O)C(CO)N=C(c2cccc(O)c2)c2ccccc21 (stereo not drawn) | 81.1[30 µM]

Fetched one by one from above, 7 records:
item | canonical_smiles | UACC-62
1 | O=C(O)CC1N=C(c2cccc(O)c2)c2ccc(Cl)cc2N(CC2CC2)C1=O (stereo not drawn) | 87.7[30 µM]
14 | CC1C2CCC3C(O)C2(CC(O)C2(O)C1CC(O)C2(C)C)CC3(C)O (stereo not drawn) | 112.4[100 µM]
4 | NC(=O)CN1C(=O)C(Cc2ccc(O)cc2)N=C(c2ccc(O)cc2)c2cc(Cl)ccc21 (stereo not drawn) | 76.7[30 µM]
9 | C[C@@H]1CC[C@@]2(NC1)O[C@H]1C[C@H]3[C@@H]4CC[C@H]5C[C@@H](O)CC[C@]5(C)[C@H]4CC[C@]3(C)[C@H]1[C@@H]2C | 81.0&75.6[100 µM]
15 | NNC(=S)N/N=C(\C(=O)Nc1cccc(O)c1)C1C(=O)NC(=S)NC1=O | 91.0&90.4[100 µM]
2 | CCCCN1C(=O)C(Cc2ccccc2)N=C(c2cccc(O)c2)c2ccccc21 (stereo not drawn) | 90.2[30 µM]
17 | CCCCCN1C(=O)C(CO)N=C(c2cccc(O)c2)c2ccccc21 (stereo not drawn) | 81.1[30 µM]

Not all compounds are listed, so the mix of outcomes need not match the whole.
